Assay outcomes: PubChem BioAssay, The Scripps Research Institute Molecular Screening Center
MITF primary = human MITF inhibition, primary screen | 650,000 tested, 0.91% active | AlphaScreen MITF homodimerization, bead proximity signal | inhibition, % at 2.6 µM | O75030; in the data active = inhibition above about 50%;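 note: 0% = vehicle wells with protein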
Target sequence (O75030 whole entry, looked up): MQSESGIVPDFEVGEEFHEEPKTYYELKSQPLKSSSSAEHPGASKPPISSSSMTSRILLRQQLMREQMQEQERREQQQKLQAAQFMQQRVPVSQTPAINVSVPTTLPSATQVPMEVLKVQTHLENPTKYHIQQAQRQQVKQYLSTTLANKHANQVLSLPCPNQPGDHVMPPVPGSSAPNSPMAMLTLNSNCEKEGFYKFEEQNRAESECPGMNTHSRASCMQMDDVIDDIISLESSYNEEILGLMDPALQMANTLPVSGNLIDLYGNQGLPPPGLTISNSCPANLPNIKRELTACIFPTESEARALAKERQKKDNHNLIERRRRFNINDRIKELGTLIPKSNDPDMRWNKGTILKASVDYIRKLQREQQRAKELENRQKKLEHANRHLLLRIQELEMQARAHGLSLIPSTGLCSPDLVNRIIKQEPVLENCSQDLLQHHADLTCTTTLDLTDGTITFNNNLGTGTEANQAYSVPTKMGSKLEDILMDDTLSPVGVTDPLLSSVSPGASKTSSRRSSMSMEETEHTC
FBW7 activator = activators of human E3 ligase FBW7; Q969H0; AlphaScreen FBW7–phospho-cyclin E peptide binding, activator screen; normalized activity (activation), % at 26.1 µM; 650,000 tested, 0.13% active; AID 1259310; in the data active = normalized activity above about 1.9%;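 note: purified mutant Fbw7 with reduced substrate affinity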
GPR151 ag = activates the human receptor GPR151; AID 1508602; 650,000 tested, 1% active; PathHunter beta-arrestin GPR151 cells, luminescence; Q8TDV0; activation, % at 11.2 µM; in the data active = activation above about 4.9%;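 note: 0% = median of compound wells and 100% = cells with positive control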
Target sequence (Q8TDV0 whole entry, looked up): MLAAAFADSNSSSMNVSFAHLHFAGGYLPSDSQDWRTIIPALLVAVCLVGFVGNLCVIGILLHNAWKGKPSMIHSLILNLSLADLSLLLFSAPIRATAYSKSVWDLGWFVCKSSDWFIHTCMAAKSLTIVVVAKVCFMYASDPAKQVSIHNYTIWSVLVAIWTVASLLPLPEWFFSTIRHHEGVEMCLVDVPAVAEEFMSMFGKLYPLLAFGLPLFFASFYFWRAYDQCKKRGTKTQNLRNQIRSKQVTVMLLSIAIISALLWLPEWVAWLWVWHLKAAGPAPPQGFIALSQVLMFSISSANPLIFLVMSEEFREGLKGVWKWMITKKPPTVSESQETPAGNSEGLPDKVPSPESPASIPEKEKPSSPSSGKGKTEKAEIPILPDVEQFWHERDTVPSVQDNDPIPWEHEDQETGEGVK
TEAD-YAP inh = TEAD-YAP interaction inhibition; HEK-TIYL cells, TEAD-Gal4/YAP UAS-luciferase luminescence; inhibition, % at 9.12 µM; 640,000 tested, 1.4% active; AID 1259422; in the data active = inhibition above about 32%;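 note: 0% = median of test compound wells and 100% = reference inhibitor wells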
An asterisk follows results filed as active; nt = not tested or not shown.

SMILES	MITF primary	FBW7 activator	GPR151 ag	TEAD-YAP inh
Cc1ccc(-c2ncn(-c3ccc(Nc4ncc5ccc(-c6cnn(C)c6)cc5n4)cc3)n2)cn1	24	1.0	0.1	20
O=C(O)c1ccc2c(c1)C(=O)N(c1cccnc1)C2=O	-7	0.2	-1.7	-1
CN(C)C(=S)SCC(=O)Nc1ccc(F)c([N+](=O)[O-])c1	9	-0.2	-0.1	-16
COc1ccc(C(=O)N/C(=C\c2cc(OC)ccc2OC)C(=O)N2CC3CC(C2)c2cccc(=O)n2C3)cc1 (centres undefined)	3	-0.1	0.5	4
CC(C)(C)n1nc2c(c1NC(=O)c1ccc3ccccc3c1)CS(=O)C2 (centres undefined)	-14	0.0	-0.9	-4
COc1ccc(CC(=O)NCC2CCCN(Cc3ccc(F)c(OC)c3)C2)cc1 (centres undefined)	16	0.3	-0.2	0
Clc1cccc(Cl)c1C[n+]1ccc2ccccc2c1	7	0.0	-0.2	11
NNc1cc(-c2ccccc2O)nc(-c2ccccc2)n1	16	0.1	4.6	11
Cc1ccc(C)c(OCCSc2nnc(-c3ccncc3)n2C)c1	18	0.1	-0.2	1
COC(=O)Cn1cnc2c(nnn2-c2cccc(OC)c2)c1=O	14	-0.1	0.5	1
C/C(=N/Nc1ccc([N+](=O)[O-])cc1[N+](=O)[O-])c1ccc2ccccc2c1O	6	0.0	-0.4	8
Cc1ccc(S(=O)(=O)N(CC(N)=O)c2cccc(C)c2C)cc1	-1	-0.1	-0.9	1
Cc1ccc2c(c1)NC(=O)C(CC(=O)Nc1c(F)cc(F)cc1Br)O2 (centres undefined)	7	0.0	0.0	-3
O=C(CNC(=O)C1CCCCC1)Nc1ccccc1	-16	-0.1	-0.3	-14
CCCOC(=O)c1ccc(NC(=O)c2c(C)cc(C)cc2C)cc1	-5	0.0	1.0	-6
O=c1[nH]c2nc(-c3ccsc3)cnc2n1CC1CC1	7	0.1	0.9	0
O=C(COC(=O)c1c(F)cccc1F)Nc1ccc2[nH]c(=O)[nH]c2c1	1	0.1	-1.4	-3
COc1cc(C(=O)NCC(=O)O)cc(OC)c1OC	16	0.1	0.9	5
CC12CC3CC(C1)CC(C(=O)Nc1nn[nH]n1)(C3)C2	-1	-0.3	-1.3	8
c1ccc(Oc2ccc(Nc3nc(Nc4ccncc4)nc4c3ncn4-c3ccccc3)cc2)cc1	-4	-0.1	-0.4	7
CC1CCN(S(=O)(=O)c2ccc(S(=O)(=O)n3cnc4ccccc43)cc2)CC1	2	-0.1	0.0	3
COC(=O)c1c(-c2cccc(C)c2)csc1NC(=O)C1C2CCC(C2)C1C(=O)O (centres undefined)	6	-0.1	0.2	3
CCc1nc2nc(C)cc(Nc3ccc(I)cc3)n2n1	-1	-0.4	-1.8	18
CCOC(=O)C(Sc1nc(N(C)C)nc(N(C)C)n1)C(C)=O (centres undefined)	5	-0.3	0.6	8
Cn1c(/N=C/c2c(O)ccc3ccccc23)nc2ccccc21	5	0.1	-1.2	-1
COc1ccc2[nH]c(=O)c(CN(CCCO)C(=O)Nc3ccc(F)cc3)cc2c1	-11	0.1	2.5	20
Cc1ccc2c(c1)c(=O)c1ccccc1n2CC(=O)Nc1ccc(Cl)c(Cl)c1	-10	-0.2	-0.5	-4
Cc1cccc(NC(=O)c2cn(-c3ccc(Cl)cc3)c(=O)c3ccccc23)n1	2	-0.1	2.3	9
O=c1c2sccc2nc(SCc2nc3ccccc3[nH]2)n1-c1ccc(Br)cc1	15	0.1	-2.5	-5
O=C(CNc1cccc2ccccc12)N/N=C/c1ccc(F)cc1	14	0.0	2.6	7
CC(C)Oc1ccc(/C=C(/NC(=O)c2ccccc2)C(=O)NCCO)cc1	1	0.0	-0.6	2
N#Cc1ccc(NC(=O)c2ccc3ccccc3c2)cc1	3	0.3	0.0	-68
CCOC(=O)c1cnc2ccc(OCC)cc2c1N1CCC(C(N)=O)(N2CCCCC2)CC1	7	0.0	0.3	4
Cc1cc(S(=O)(=O)NCc2ccco2)ccc1Cl	2	0.0	2.1	0
Cc1nn(-c2ccccc2)c(Cl)c1C(=O)NCC(=O)O	1	0.1	-0.2	-8
CCc1c(C)nc2cc(-c3cc(OC)cc(OC)c3)nn2c1NCCCN1CCOCC1	-1	-0.2	-0.2	-5
Cc1ccc(C)c(NC(=O)c2ccccc2F)c1	10	0.1	-3.0	-26
O=C(Cc1ccccc1)Nc1nc2ccc(Cl)cc2c2nc(-c3ccco3)nn12	-13	0.3	0.4	nt
CCN(C1=C(Cl)C(=O)N(c2ccccc2OC)C1=O)c1ccccc1	1	-0.2	-0.1	1
O=C(c1ccccc1)N(Cc1cc2ccccc2[nH]c1=O)CC1CCCO1 (centres undefined)	-17	-0.1	0.6	4
Cc1cc(C=C2C(=O)N(C)C(=S)N(C)C2=O)c(C)n1-c1ccccc1F	11	0.0	1.0	4
N#Cc1c(N)n(-c2ccc(C(=O)O)cc2)c2nc3ccccc3nc12	11	0.1	1.4	9
Cn1c(=O)cc(OCCCC(=O)NCCCN2CCCCCC2)c2ccccc21	-84	0.1	-1.1	7
Fc1ccccc1CSc1ccc(-c2cccnc2)nn1	-6	-0.2	4.3	-79
Cc1ccc(C)c(OCCCC(=O)Nc2ccc(S(=O)(=O)Nc3cc(C)on3)cc2)c1	0	0.1	0.3	-7

Retrieved by compound from above, 5 records:
SMILES	MITF primary	FBW7 activator	GPR151 ag	TEAD-YAP inh
CCc1nc2nc(C)cc(Nc3ccc(I)cc3)n2n1	-1	-0.4	-1.8	18
COc1ccc2[nH]c(=O)c(CN(CCCO)C(=O)Nc3ccc(F)cc3)cc2c1	-11	0.1	2.5	20
CCc1c(C)nc2cc(-c3cc(OC)cc(OC)c3)nn2c1NCCCN1CCOCC1	-1	-0.2	-0.2	-5
O=C(COC(=O)c1c(F)cccc1F)Nc1ccc2[nH]c(=O)[nH]c2c1	1	0.1	-1.4	-3
Cc1ccc(S(=O)(=O)N(CC(N)=O)c2cccc(C)c2C)cc1	-1	-0.1	-0.9	1

(next part)
SMILES	MITF primary	FBW7 activator	GPR151 ag	TEAD-YAP inh
CCn1cc(/C=C(\NC(=O)c2ccccc2Cl)C(=O)NCCO)c2ccccc21	-5	-0.1	-0.4	0
O=S1(=O)CCN=C2C(Cl)=CC(C(F)(F)F)=CN21	-15	-0.1	0.1	-4
Cc1ccc(S(=O)(=O)C2(C(=O)N3CC(C)CC(C)C3)CC2)cc1 (centres undefined)	3	0.1	0.0	8
CC1CCN(c2nc3c(c(=O)[nH]2)CN(Cc2cccs2)CC3)CC1	0	-0.2	-0.4	-9
O=C1CC(c2ccc(S(=O)(=O)NCCOc3ccccc3)cc2)CN1 (centres undefined)	12	0.3	0.1	4
CC1=NN(c2ccc(C)c(Cl)c2)C(=O)/C1=C\c1ccc(O)cc1	23	-0.8	0.4	7
CC(C)(C)c1[nH]nc2c1C(c1ccncc1)C(C#N)=C(N)O2 (centres undefined)	-4	-0.1	1.3	-31
O=C1NC(=O)/C(=C\c2cccc(OCc3ccccc3F)c2)N1	-4	-0.1	0.6	-4
O=C(Nc1cccc(Cl)c1Cl)c1sc2ccccc2c1Cl	8	0.0	-1.2	9
NC(=O)c1cccc(N=Cc2cc([N+](=O)[O-])ccc2Cl)c1	12	0.0	-0.3	0
CC(=O)N(C1=C(N2CCOCC2)C(=O)c2ccccc2C1=O)c1ccc(Cl)c(Cl)c1	117*	-0.4	-3.3	40*
OCC1(CCOc2ccccc2)CCN(Cc2cn[nH]c2-c2ccccc2)CC1	-10	-0.2	0.7	-10
O=C(O)/C(=C/c1c(C(=O)O)[nH]c2cc(Cl)cc(Cl)c12)c1ccccc1	13	0.2	-2.3	9
CCOC(=O)c1ccc(NC(=O)C(C)Sc2nc(N)cc(N)n2)cc1 (centres undefined)	14	1.6	-0.6	-50
CCOC(=O)c1ccc(-c2ccc(/C=N/NC(=O)Cn3nnc(-c4ccccc4)n3)o2)cc1	-5	-0.1	-0.4	-32
Cc1ccc(NC(=O)c2c(I)cnn2C)cc1[N+](=O)[O-]	5	0.2	0.3	3
O=C(Cn1c(=S)[nH]c2ccccc2c1=O)N1CCOCC1	14	-0.1	0.2	-3
O=C(N/N=C1/CCSc2ccc(F)cc21)C1CC1	10	0.1	-1.0	-10
CC(C)CCN1CCN(Cc2ccc(Oc3ncccn3)cc2)CC1CCO (centres undefined)	-13	-0.1	-0.1	7
CCc1cc(Br)ccc1NC(=O)C1C2C=CC(C3CC23)C1C(=O)O (centres undefined)	-6	0.0	3.0	-1
O=C(c1ccc(C(=O)N2CCOCC2)s1)N1CCOCC1	-1	-1.5	0.8	1
COc1ccc(/C(C)=N/Nc2nc3c(c(=O)[nH]c(=O)n3C)n2CC(O)COC(C)C)cc1 (centres undefined)	8	0.4	-0.4	3
CC(Oc1ccccc1)C(=O)Nc1nnc(S(=O)(=O)N2CCCCCC2)s1 (centres undefined)	-7	0.3	2.5	0
Cc1nc(NCC2CCCO2)nc(NC2CCCCC2)c1[N+](=O)[O-] (centres undefined)	9	-0.4	-0.9	6
COc1cccc(C2CC(c3cc(OC)ccc3OC)n3nnnc3N2)c1 (centres undefined)	10	-0.1	2.1	8
CCOc1cc(C(=O)Nc2c3c(nn2-c2ccc(F)cc2)CSC3)cc(OCC)c1OCC	-5	-0.1	-0.5	2
CCOc1ccccc1CNc1nc2nc3c(c(=O)n2[nH]1)CCC3	-14	-0.3	1.0	-11
O=C1CSC(=S)N1c1ccc(Cl)c(Cl)c1	6	0.4	0.0	11
N#Cc1cc2cc3c(cc2nc1NCCNC(=O)Cc1ccccc1)OCO3	-5	0.0	-0.8	-6
NC(=O)CN(CC(N)=O)S(=O)(=O)c1ccccc1	10	0.2	-1.0	2

Full records, quoted from the list. Order of screens: MITF primary | FBW7 activator | GPR151 ag | TEAD-YAP inh
`O=S1(=O)CCN=C2C(Cl)=CC(C(F)(F)F)=CN21` is listed as -15 | -0.1 | 0.1 | -4
`CCCOC(=O)c1ccc(NC(=O)c2c(C)cc(C)cc2C)cc1` is listed as -5 | 0.0 | 1.0 | -6
`CCOC(=O)c1ccc(-c2ccc(/C=N/NC(=O)Cn3nnc(-c4ccccc4)n3)o2)cc1` is listed as -5 | -0.1 | -0.4 | -32
`COC(=O)Cn1cnc2c(nnn2-c2cccc(OC)c2)c1=O` is listed as 14 | -0.1 | 0.5 | 1
`CCOC(=O)c1ccc(NC(=O)C(C)Sc2nc(N)cc(N)n2)cc1` (centres undefined) is listed as 14 | 1.6 | -0.6 | -50

(listing goes on)
SMILES	MITF primary	FBW7 activator	GPR151 ag	TEAD-YAP inh
Cc1cccc(C(=O)N2CCC3(CC2)CC(=O)c2ccccc2O3)c1	-10	-0.1	-1.5	5
CCOC(=O)c1ccc(NC(=O)C2=C(C)Nc3ncnn3C2c2cccc([N+](=O)[O-])c2)cc1 (centres undefined)	23	0.4	0.2	5
CCOC(=O)N1CCN(c2nc(CN3CCCCC3CC)nc3c(C)cccc23)CC1 (centres undefined)	-14	0.0	1.7	-4
O=C(Nc1ccccc1C(=O)N1CCN(Cc2ccccc2)CC1)c1ccco1	-4	0.0	-0.5	27
COc1cccc(CN2CCN(C(=O)c3sc(C)nc3C)[C@@H](C)C2)c1	-4	0.0	-0.3	-2
CCC1CN(CCC(=O)NCc2cccc(C)c2)Cc2cc(OC)ccc2O1 (centres undefined)	-8	0.1	-1.1	5
COc1ccc(C)cc1NC(=O)CNCCN1CCOCC1	87*	0.0	-0.1	-2
O=C(/C=C(/c1ccccc1)N1CCOCC1)c1ccc(F)cc1	16	-0.2	1.0	-52
Cn1nccc1C(=O)Nc1nnc(-c2ccccc2Cl)o1	-10	-0.1	-2.8	1
COC(CN(C)S(=O)(=O)c1ccc(Br)cc1)OC	-2	0.4	-0.4	-5
O=C(c1cccc(Cl)c1)n1cnc(-c2ccccc2)c1-c1ccccc1	8	-0.2	-0.3	3
CC(C)(C)c1nnc(NC(=O)c2cccc3ccccc23)s1	-6	-0.1	0.5	-9
O=C(Cc1ccc(F)cc1)N1CCC(n2cnc3cccnc32)CC1	12	0.1	-0.6	3
COc1ccc(C(=O)Cc2cc(OC)c(OC)cc2[N+](=O)[O-])cc1	4	0.0	0.5	-30
N#CC(C#N)=C1C(=O)N(Cc2ccc3c(c2)OCO3)c2ccccc21	-9	0.1	0.2	14
CC(=O)Nc1ccccc1C(=O)C(=O)NCc1ccc2c(c1)OCO2	7	0.2	0.7	7
Cc1nn(CC(=O)NCc2ccc3c(c2)OCO3)c(C)c1[N+](=O)[O-]	9	0.9	-2.1	6
CN(C)c1cccc(Nc2ccc(N3CCC(C(=O)NC4CC4)CC3)nn2)c1	20	0.2	0.1	-2
CC(=O)NC1=NN(C(C)=O)C(C)(C)S1	4	0.3	-0.3	16
O=C(NCc1ccccc1)C(C(=O)c1ccc(F)cc1)n1ccccc1=O (centres undefined)	-6	-0.2	-0.8	-6
CC1CCCCN1C(=O)C1CCN(S(=O)(=O)c2ccccc2)CC1 (centres undefined)	3	0.0	0.7	3
COc1ccc2oc(=O)c(-c3ccccn3)cc2c1	-1	0.0	-7.9	-19
COc1cc(CNCCO)cc(Cl)c1OCc1ccc(F)cc1	-9	0.3	-0.7	-2
Cc1ccc(C(=O)CCC(=O)NCc2ccc(Cl)cc2)cc1	-4	0.1	-0.2	2
Cc1ccc(C)c(C2Nc3ccccc3NC3=C2C(=O)CC(c2cccs2)C3)c1 (centres undefined)	-1	0.0	0.4	2
